GalR3 antag: blocks the human galanin receptor 3; O60755; HEK293 GalR3-CNG cAMP membrane potential fluorescence; galR3 body fused to GalR1 C-terminus; inhibition, % at 3 µM; 360,000 compounds, 0.44% hits; AID 651719;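 active = inhibition above the screen-wide average plus 3 SD, cut at about 13% in these data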;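 also: forskolin and galanin both at EC90 stimulate the cells; cAMP rise reported by CNG channel membrane potential dye signal; 0% = forskolin plus galanin with DMSO and 100% = forskolin alone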
Target sequence (O60755 1-299 limits assumed): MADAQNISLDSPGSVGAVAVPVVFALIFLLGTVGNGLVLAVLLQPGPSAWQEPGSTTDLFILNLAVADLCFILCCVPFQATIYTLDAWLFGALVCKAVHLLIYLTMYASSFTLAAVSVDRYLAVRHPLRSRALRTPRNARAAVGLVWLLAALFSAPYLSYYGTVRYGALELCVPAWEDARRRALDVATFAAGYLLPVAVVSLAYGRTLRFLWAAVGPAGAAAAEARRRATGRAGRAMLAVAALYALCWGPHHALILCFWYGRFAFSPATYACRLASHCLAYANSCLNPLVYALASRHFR
* hit, by the source's call.

SMILES	GalR3 antag
CCNC(=O)C1(C)CCN(C(=O)c2ccccc2F)C1 (centres undefined)	-7
CCCCCCCCN1C(=O)[C@@H](CC(=O)NCCCOC)C[C@@]2(C(=O)OC)C1=C[C@H](C(C)(C)C)O[C@@H]2C	-6
O=c1[nH]c2cccc(Cl)c2c2ccccc12	-3
COC(=O)[C@@]12C[C@@H](CC(=O)N3CCCC3)C(=O)N(Cc3ccccc3)C1=CCC(C)(C)C2	-9
O=C(Nc1ccccc1Cl)c1cc(C2CCCCN2C(=O)OCCF)on1 (centres undefined)	-6
Cc1ccc(S(=O)(=O)N2CCCCC2)cc1NC(=O)CCCOc1ccccc1	-3
CC1(C2CCC3C4CCC5CC6(CCC5(C)C4C(=O)CC32C)OCCO6)OCCO1 (centres undefined)	0
COC(=O)C1=C(C)N(C)C(=NCc2cc(OC)c(OC)c(OC)c2)NC1c1ccc(Cl)cc1 (centres undefined)	8
CN(C)c1nc2c(cnn2C)c(=O)[nH]1	-5
CCCCNC(=O)C1C(c2ccc(C(F)(F)F)cc2)=Nc2ccccc2N1C(=O)c1ccc2nc(C)[nH]c2c1 (centres undefined)	-7
CN(C)S(=O)(=O)n1cc(/C=C(\NC(=O)c2ccccc2)C(=O)N2CCCCC2)c2ccccc21	-7
CON=C1C=C(C)C(=O)C(C)=C1C	-5
NC(=O)c1cccc(Nc2nc(C(N)Cc3ccc(C(F)(F)F)cc3)cs2)n1 (centres undefined)	-4
Cc1cc(-c2ccccc2)nc(N/N=C/c2ccc(O)cc2)n1	-5
COc1ccc(S(=O)(=O)NC(C)c2ccc3c(c2)OCCO3)cc1 (centres undefined)	-5
Cc1cc(=O)oc2cc(OC(C)C(=O)N3CCOCC3)c(Cl)cc12 (centres undefined)	1
Cc1cc(O)ccc1-c1cc(C(=O)NCc2ccc(F)cc2)[nH]n1	-7
CCOc1ccccc1C=NNC(=O)C(=O)NN=Cc1ccccc1OCC	-4
CCCCc1c(-c2ccccc2OC)ncn1Cc1ccc(C)cc1	-7
CCN(CC)C(CNC(=O)CSc1nnnn1-c1c(C)cccc1C)c1ccco1 (centres undefined)	1
CC(C)COC(=O)N1CCCCC1c1cc(C(=O)NC(C)C)no1 (centres undefined)	-6
CCCCCCCCN1C(=O)[C@H](CC(=O)NCCC(C)C)C[C@@]2(C(=O)OC)CC(C)(C)CC=C12	-7
COc1ccc(S(=O)(=O)NC(=O)C2(C)CCN2C(=O)c2ccc(C(F)(F)F)nc2C)cc1 (centres undefined)	-5
O=C(O)C(CCc1ccccc1)(Cc1ccccc1)C(=O)O	-4
CC(C)N(C[C@@H]1CSCCS(=O)(=O)N1)C1CCCCC1	-2
SMILES	GalR3 antag
CC(C)NC(=O)C1(C)CCCN1C(=O)c1ccc2c(c1)C(C)(C)CCC2(C)C (centres undefined)	4
COc1ccc(COC[C@H](CC(C)C)N2CCN(C(=O)c3cccc(C(F)(F)F)c3)CCC2=O)cc1	-3
Cc1ccc(NC(=O)Cn2c(C)csc2=O)cc1	-3
COCCN1C(=O)CN(S(C)(=O)=O)CC1(C)C(=O)NCc1ccccc1 (centres undefined)	-1
O=C(Nc1ccc(F)cc1)C(c1cccc(F)c1)N1CCN(C(=O)c2ccco2)CC1 (centres undefined)	-8
O=c1[nH]c(=S)[nH]c2c1C(c1ccc(Cl)cc1)OC(CCc1ccccc1)C2 (centres undefined)	0
COCCNc1nc(NCc2ccc(C)cc2C)c2sccc2n1	-9
COc1ccccc1CNC(=O)C1(C)CCN1C(=O)C1(c2ccccc2)CC1 (centres undefined)	0
CN(C)C(=O)CCc1ccc2c3c([nH]c2c1)[C@]1(C)[C@@H](C(=O)N2CCCCC2)C[C@H](CC(=O)NCC24CC5CC(CC(C5)C2)C4)C(=O)N1CC3	-3
C=C(CCO)C1=CCN(S(=O)(=O)C(C)(C)C)[C@@H]1CCO	-6
CO[C@@H]1[C@H](O)CC[C@]2(O)CN(c3ccc(F)cc3)[C@](C)([C@H](O)CC=C(C)C)[C@@H]12	-5
Cc1nc(Cn2c3ccc(NC(=S)NC4CCCCC4)cc3c(=O)n2C)cs1	-5
Cc1nc(CN(C)c2ncnc3ccc(-c4ccc5c(c4)OCO5)cc23)cs1	-7
O=C(COC(=O)c1nc(Cl)ccc1Cl)NCc1ccc(Cl)cc1Cl	-3
CCc1nc2ccc(C(=O)NCCOc3ccc(OC)cc3)cn2c1N(CCC(C)C)CCN(C)C	-6
O=C(CNC(=O)N1CC(=O)Nc2ccccc21)NCc1ccc(F)cc1	-4
CCCCC[C@H]1CCCCC[C@H](O)C[C@@H](O)[C@H](O)/C=C/C(=O)O1	-5
CC(=O)C1=CCC(c2ccccc2)N(S(C)(=O)=O)C1 (centres undefined)	-6
CC1(C)CN(c2ccc(Br)cc2)C(=O)[C@H]1CC(=O)Nc1ccccc1	-8
O=C(O)c1ccc([N+](=O)[O-])cc1Sc1ccsc1	-4
O=C1[C@H](Cc2ccccc2)NCC=CC[C@@H](c2ccc(Cl)cc2)N1Cc1ccc(Cl)cc1	-8
CN(C(=O)c1cccc(NC(=O)Cc2ccc(NC(=O)C3CCN(C(=O)C4CC4)CC3)cc2)c1)C1CCCC1	0
CCC1NC(=O)c2cc3ccccc3cc2-n2c1nc1cc(C)cc(C)c1c2=O (centres undefined)	-6
Cc1cc(C)c(Nc2n[nH]c(=S)s2)cc1C	-6
O=C(/C(=N/O)c1ccccc1)c1ccccc1	-5

Arranged by value in GalR3 antag (rising): some entries from above.
Molecule	GalR3 antag
COCCNc1nc(NCc2ccc(C)cc2C)c2sccc2n1	-9
CC1(C)CN(c2ccc(Br)cc2)C(=O)[C@H]1CC(=O)Nc1ccccc1	-8
CCC1NC(=O)c2cc3ccccc3cc2-n2c1nc1cc(C)cc(C)c1c2=O (centres undefined)	-6
O=C(/C(=N/O)c1ccccc1)c1ccccc1	-5
O=C(O)c1ccc([N+](=O)[O-])cc1Sc1ccsc1	-4
COCCN1C(=O)CN(S(C)(=O)=O)CC1(C)C(=O)NCc1ccccc1 (centres undefined)	-1

Later entries:
SMILES	GalR3 antag
CC(=O)Oc1cc(C)c(Cl)c2c(OC(C)=O)cc(C(C)=O)c(O)c12	-8
Cc1cc(NC2=CC(=O)C(=O)c3ccccc32)no1	-5
O=C(Nc1ccc2c(c1)OCCO2)C1c2ccccc2OCC(=O)N1Cc1cccnc1 (centres undefined)	-1
COc1ccc(CCNS(=O)(=O)c2cc3c4c(c2)CCN4C(=O)CC3)cc1OC	-2
CN(C)CCCNC(=O)C[C@H]1C[C@H](C(=O)N2CCCCC2)[C@@]2(C)c3[nH]c4cc(-c5ccco5)ccc4c3CCN2C1=O	2
Nc1ncncc1-c1ccc(F)cc1	-3
COC(=O)c1ccc(C(=O)OC)c(NC(=O)C2CC(=O)N(C3CCCC3)C2)c1 (centres undefined)	-2
O=C(c1cccnc1)N1CCC2CC1c1c(Cl)cccc12 (centres undefined)	-6
NC(c1ccccc1)c1csc(NC(=O)Nc2cccc(C(F)(F)F)c2)n1 (centres undefined)	-7
COc1cc(OC)c2c(c1)OC(=O)CC2c1ccc(C)cc1 (centres undefined)	-8
CC1(c2cccc(N)c2)OCCO1	-2
COC(=O)[C@]12C[C@H](CC(=O)NCCCN3CCCC3=O)C(=O)N(CCC3=CCCCC3)C1=C[C@H](C(C)(C)C)O[C@@H]2C	-3
COCCCN1C(=O)C(CC(=O)NCCN2CCOCC2)CC(C(=O)N(C(C)C)C(C)C)=C1C (centres undefined)	-5
O=c1c2ccccc2sc2c(CO)ccc(NCCN3CCCCC3)c12	-5
Cc1ccc(-c2cccc(-c3cc(=O)oc4ccc(C(C)(C)C)cc34)c2)cc1	-6
CCc1nc2c(OCCC3CCCCC3)cccn2c1N(C)C(=O)COc1ccccc1	-2
CCOC(=O)[C@]12CCC=C1N(Cc1cccc3ccccc13)C(=O)[C@H](CC(=O)NCCc1ccccc1OC)C2	-5
CC(C)(C)c1ccc(CC(=O)N2CCC2(C)C(=O)NS(=O)(=O)c2ccccc2Cl)cc1 (centres undefined)	-6
O=C(CCc1c[nH]c2ccccc12)Nc1ccc(Nc2ccccc2)cc1	-7
COc1ccc(S(=O)(=O)N(C)C[C@@H]2Oc3cc(Br)ccc3S(=O)(=O)N([C@H](C)CO)C[C@@H]2C)cc1	-5
Oc1c(CN2CCOCC2)cc(CN2CCOCC2)cc1CN1CCOCC1	-2
CCCCOCC1CN(CCCC)S(=O)(=O)c2c(cccc2Sc2ccc(SC)cc2)O1 (centres undefined)	-5
COC(=O)c1cc2c(c3c4ccccc4n(S(=O)(=O)c4ccc(OC)cc4)c13)C(=O)N(C)C2	-7
Cc1ccccc1-c1n[nH]nc1C1=CC(=O)C[C@H](c2ccc(F)cc2)C1	-6
Cc1ccc(C(=O)NCCN2CCC(n3c(=O)[nH]c4ccccc43)CC2)cc1F	-7

Shown with the structure last: entries from further up.
GalR3 antag | canonical_smiles
-5 | COCCCN1C(=O)C(CC(=O)NCCN2CCOCC2)CC(C(=O)N(C(C)C)C(C)C)=C1C (centres undefined)
-2 | COC(=O)c1ccc(C(=O)OC)c(NC(=O)C2CC(=O)N(C3CCCC3)C2)c1 (centres undefined)

More structures:
SMILES	GalR3 antag
O=C(CCc1nc2ccccc2c(=O)[nH]1)NCCN1C(=O)S/C(=C\c2ccc(OC(F)F)cc2)C1=O	-5
O=C1C(=Cc2cccs2)CCc2ccccc21	-3
COC(=O)[C@]12C[C@H](CC(=O)NCCCCc3ccccc3)C(=O)N(Cc3ccccc3)C1=C[C@H](C(C)(C)C)O[C@@H]2C	-1
O=[N+]([O-])c1cccc(C=NN2CCCCCC2)c1	0
CN1CCN(c2ncnc3c2ncn3[C@H]2CN(Cc3cccs3)C[C@@H](CO)O2)CC1	-5
CC(C)(C)OC(=O)N(CCc1ccccc1)Cc1cccc(OCc2cccc(NC(=O)C3CC3)c2)c1	-7
COc1cc2nc3n(c(=O)c2cc1OC)-c1ncccc1C(=O)NC3Cc1ccccc1 (centres undefined)	0
O=C(O)C(Cc1ccccc1N(CCO)CCO)N1C(=O)c2ccccc2C1=O (centres undefined)	-1
CCOc1ccc2[nH]c(=S)sc2c1	-6
O=C1CSCc2nc3ccccc3n21	-8
CS(=O)(=O)Nc1cccc(NC(=O)c2cccc3c(-c4cccc(C(N)=O)c4)coc23)c1	-5
CCCCNC(=O)C[C@@H]1C[C@@]2(C(=O)OC)CCCCC=C2N(Cc2ccco2)C1=O	0
Cc1ccc(C(=O)N2[C@@H]3CN(C)C(=O)[C@@]2(C)[C@H]2C(=O)N(C)C(=O)[C@@H]32)cc1	-4
O=C(/C=C/c1cccc(C(F)(F)F)c1)NNC(=O)c1ccncc1	-1
COc1cc(CC2C(=O)OCC2C(=O)c2ccc3c(c2)OCO3)cc(OC)c1OC (centres undefined)	-5
COc1ccc(OC)c(C(=O)C(=O)c2cc(OC)ccc2OC)c1	-8
O=C1OC(c2ccccc2)(c2ccccc2)c2ccccc21	1
C=CCNc1nc(NCCOc2ccccc2Cl)c2sc(-c3ccccc3)cc2n1	-6
Cc1ccc(CC(NC(=O)c2ccc(C)cc2)C(=O)O)cc1 (centres undefined)	-6
COc1cc(CCNC2=CC(=O)c3ncccc3C2=O)ccc1O	0
O=C1C(=NO)CC(c2ccccc2)N1c1ccccc1 (centres undefined)	-2
CCc1cccc(C)c1NC(=O)COC(=O)Cc1ccccc1	-8
CCCCCCn1c(=O)n2n(c1=O)[C@@H]1CN(S(=O)(=O)c3ccc(C)cc3)C[C@]1(O)[C@@H](OC(=O)Nc1cccs1)C2	-4
CCCS(=O)(=O)Nc1ccc(Nc2c3ccccc3nc3ccccc23)c(OC)c1	-6
CN(Cc1ccccc1)C(=O)Nc1c(Cl)cccc1Cl	-8
SMILES	GalR3 antag
CC(=O)Nc1ccc2c(c1)C(=Nc1ccccc1)c1ccccc1-2	-3
COC(=O)C1=CC(=O)N2CCN=C2S1	-5
C[C@H]1[C@@H](c2ccccc2)Oc2ccc(Cl)cc2S(=O)(=O)N1Cc1cccc(Cl)c1	-8
Nc1ncnc2c1ncn2[C@@H]1O[C@H](C(=O)Nc2cc(C(F)(F)F)cc(C(F)(F)F)c2)[C@@H](O)[C@H]1O	3
O=Nc1c(O)[nH]c2ccc(Cl)c(Cl)c12	4
CC(=O)c1cccc(NC(=O)C(C)OC(=O)c2ccc(-n3cnnn3)cc2)c1 (centres undefined)	-5
Cc1cccc(C)c1NC(=O)CN1CCC(Cc2ccccc2)CC1	-4
Nc1nc(N)nc(-c2ccc([N+](=O)[O-])o2)n1	-4
CC1CN(Cc2ccccc2)C(=O)N(c2ccccc2)C1=O (centres undefined)	-5
COC(=O)[C@@]12C[C@@H](CC(=O)NCCc3ccccc3OC)C(=O)N(CCc3ccc(OC)c(OC)c3)C1=CCC(C)(C)C2	0
CCC(=O)N1CCC1(C)C(=O)NCc1ccc(SC)cc1 (centres undefined)	-3
CC1C(=O)N(Cc2cn(Cc3ccco3)nn2)CCS(=O)(=O)N1Cc1ccc(-c2ccc(F)cc2)cc1 (centres undefined)	-5
CNc1nc(NCC2CCCCC2)c2sccc2n1	-10
Cc1ccc(NC(=O)CN(C)C(=O)CSc2nc3ccccc3c(=O)n2CCO)cc1	2
C[C@@H]1CCCCO[C@H](CN(C)Cc2ccc(C(F)(F)F)cc2)[C@@H](C)CN([C@H](C)CO)C(=O)c2cc(NS(=O)(=O)c3cn(C)cn3)ccc2O1	-2
Cc1cc(Br)cn2c(Cc3cccc(F)c3)c(-c3ccco3)nc12	2
O=S1(=O)N[C@H](Cc2ccccc2)COc2cccc(N3CCCC3)c21	-8
COc1ccc(-c2cc(NC(C)=O)c3ncc(-c4ccc(OC)c(OC)c4)n3c2)cc1OC	-2
Cc1ccc(-c2csc(C(O)c3ccccc3)n2)cc1C (centres undefined)	-4
CC1(C)ON=C(c2cccc(F)c2)NC1=O	-2

Looked up one by one from above:
SMILES	GalR3 antag
CC1CN(Cc2ccccc2)C(=O)N(c2ccccc2)C1=O (centres undefined)	-5
Nc1nc(N)nc(-c2ccc([N+](=O)[O-])o2)n1	-4
O=S1(=O)N[C@H](Cc2ccccc2)COc2cccc(N3CCCC3)c21	-8
Cc1ccc(NC(=O)CN(C)C(=O)CSc2nc3ccccc3c(=O)n2CCO)cc1	2

Bioassay records from PubChem BioAssay.

An excerpt (hit frequency here may not be typical).
